High-throughput results as filed in PubChem.
Yp Topo-I inh: Y. pestis Topo-I inhibition via cleavage products | Y. pestis Topo-I cleavage product accumulation, plate reader | 360,000 compounds, 0.064% hits | AID 504884 | activity, % at 10 µM; in the data active = activity above about 50%, passing the limit was not always enough; inconclusive = no clear call, values can overlap the other calls; note: inactives centre near 2
FadD28 FP inh: M. tuberculosis FadD28 bisubstrate binding inhibition; FadD28 bisubstrate probe binding, fluorescence polarization; inhibition, % at 12.5 µM; 360,000 compounds, 0.22% hits; AID 588549; in the data active = inhibition above about 8.5%, passing the limit was not always enough; inconclusive = no clear call, values can overlap the other calls
BH1578 lux ind: inducers of Vibrio cholerae quorum light production without autoinducers. 350,000 compounds, 0.16% hits. activation, % at 18.7 µM. V. cholerae BH1578 lux reporter, luminescence, 6 h; in the data active = activation mostly above about 9.7%, no sharp cut-off; inconclusive = no clear call, values can overlap the other calls; inactive = mostly below about 3.7%; note: not every result past the cut was called active; inactives centre near 0; reference of the scale not given here
Mtb BioA inh: blocks M. tuberculosis BioA enzyme activity. 360,000 compounds, 0.096% hits. AID 602481. purified M. tuberculosis BioA enzyme, plate reader. inhibition, % at 9.99 µM; in the data active = inhibition above about 40%; inconclusive = no clear call, values can overlap the other calls
TcdB inh: inhibitors of Clostridioides difficile toxin B glycohydrolase; P18177; TcdB glycohydrolase enzymatic assay, plate reader; inhibition, % at 9.99 µM; 350,000 compounds, 0.24% hits; in the data active = inhibition above about 10%
Target sequence (P18177 whole entry, looked up): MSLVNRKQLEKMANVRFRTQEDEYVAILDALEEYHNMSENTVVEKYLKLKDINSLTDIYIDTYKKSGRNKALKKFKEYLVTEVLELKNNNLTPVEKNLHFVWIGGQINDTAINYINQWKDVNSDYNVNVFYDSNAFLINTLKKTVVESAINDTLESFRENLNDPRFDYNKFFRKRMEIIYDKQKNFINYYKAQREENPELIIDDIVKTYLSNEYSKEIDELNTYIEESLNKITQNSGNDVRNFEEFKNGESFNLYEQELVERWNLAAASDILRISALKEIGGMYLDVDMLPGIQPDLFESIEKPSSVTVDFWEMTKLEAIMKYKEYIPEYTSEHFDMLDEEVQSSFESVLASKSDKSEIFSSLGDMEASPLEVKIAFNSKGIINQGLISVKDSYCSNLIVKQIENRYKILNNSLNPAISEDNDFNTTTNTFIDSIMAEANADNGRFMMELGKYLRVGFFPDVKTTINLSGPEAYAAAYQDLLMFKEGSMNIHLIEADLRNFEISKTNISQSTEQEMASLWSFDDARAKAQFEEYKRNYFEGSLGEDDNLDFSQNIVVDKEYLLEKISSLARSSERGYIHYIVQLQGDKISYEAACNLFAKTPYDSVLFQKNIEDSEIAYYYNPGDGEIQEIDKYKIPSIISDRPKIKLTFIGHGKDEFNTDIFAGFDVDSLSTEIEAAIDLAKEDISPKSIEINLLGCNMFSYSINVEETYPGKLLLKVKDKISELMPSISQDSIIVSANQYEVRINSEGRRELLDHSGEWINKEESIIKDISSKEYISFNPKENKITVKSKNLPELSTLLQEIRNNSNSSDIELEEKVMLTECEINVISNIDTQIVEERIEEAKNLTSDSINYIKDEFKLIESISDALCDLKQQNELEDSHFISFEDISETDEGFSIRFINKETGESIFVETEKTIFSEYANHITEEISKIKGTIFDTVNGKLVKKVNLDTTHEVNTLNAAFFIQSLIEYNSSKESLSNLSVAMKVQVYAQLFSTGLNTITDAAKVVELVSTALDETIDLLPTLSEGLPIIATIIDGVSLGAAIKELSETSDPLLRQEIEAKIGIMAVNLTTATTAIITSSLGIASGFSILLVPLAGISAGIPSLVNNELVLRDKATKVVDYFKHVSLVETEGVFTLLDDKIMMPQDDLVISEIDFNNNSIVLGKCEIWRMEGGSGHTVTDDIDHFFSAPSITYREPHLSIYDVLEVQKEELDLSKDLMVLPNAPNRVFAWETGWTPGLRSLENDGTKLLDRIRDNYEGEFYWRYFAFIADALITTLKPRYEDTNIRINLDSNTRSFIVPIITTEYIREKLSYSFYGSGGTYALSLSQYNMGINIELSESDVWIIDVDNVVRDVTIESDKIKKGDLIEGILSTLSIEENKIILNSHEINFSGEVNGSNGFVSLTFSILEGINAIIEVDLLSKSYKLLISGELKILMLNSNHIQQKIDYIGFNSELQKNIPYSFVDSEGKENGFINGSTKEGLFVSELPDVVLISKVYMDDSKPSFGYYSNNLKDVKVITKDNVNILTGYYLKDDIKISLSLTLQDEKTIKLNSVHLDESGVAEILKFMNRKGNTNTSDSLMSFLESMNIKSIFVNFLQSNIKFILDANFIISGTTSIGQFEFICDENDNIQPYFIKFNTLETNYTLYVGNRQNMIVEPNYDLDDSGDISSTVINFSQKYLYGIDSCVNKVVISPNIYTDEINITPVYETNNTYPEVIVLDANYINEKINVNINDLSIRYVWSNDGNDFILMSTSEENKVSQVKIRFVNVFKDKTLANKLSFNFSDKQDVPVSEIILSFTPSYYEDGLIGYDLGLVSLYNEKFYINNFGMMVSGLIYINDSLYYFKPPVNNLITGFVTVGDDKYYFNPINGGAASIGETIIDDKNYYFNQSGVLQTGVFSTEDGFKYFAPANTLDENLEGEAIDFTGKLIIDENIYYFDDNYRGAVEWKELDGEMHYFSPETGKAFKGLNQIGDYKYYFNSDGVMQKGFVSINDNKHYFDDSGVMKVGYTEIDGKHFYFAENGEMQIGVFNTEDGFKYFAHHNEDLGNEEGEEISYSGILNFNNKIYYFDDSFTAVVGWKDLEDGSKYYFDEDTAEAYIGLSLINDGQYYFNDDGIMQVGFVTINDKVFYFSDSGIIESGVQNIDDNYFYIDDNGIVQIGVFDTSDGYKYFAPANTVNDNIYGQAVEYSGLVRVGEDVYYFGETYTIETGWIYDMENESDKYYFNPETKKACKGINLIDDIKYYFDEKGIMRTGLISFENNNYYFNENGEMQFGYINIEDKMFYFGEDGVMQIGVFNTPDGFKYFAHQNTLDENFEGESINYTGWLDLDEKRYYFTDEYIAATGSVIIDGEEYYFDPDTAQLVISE
Mtb FBA inh: inhibits M. tuberculosis FBA enzyme; 360,000 compounds, 2.3% hits; purified M. tuberculosis FBA, fluorescence read-out; inhibition, % at 1 µM; P9WQA3; in the data active = inhibition above about 27%;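 note: 0% = vehicle and 100% = reference inhibitor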
GDH-TPI counter: counter-screen for M. tuberculosis FBA inhibitors: GDH-TPI coupled enzymes; GDH-TPI coupled enzyme counterscreen, NADH absorbance; 360,000 compounds, 1.2% hits; AID 588335; inhibition, % at 4.8 µM; in the data active = inhibition above about 30%;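 note: 0% = DMSO wells and 100% = wells lacking the enzyme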
PfHsp40 yeast: compounds rescuing yeast from Plasmodium falciparum HSP40 toxicity. S. cerevisiae expressing PfHsp40, growth rescue, ATP luminescence. growth rescue, % at 12.5 µM. 340,000 compounds, 0.68% hits; in the data active = growth rescue above about 28%, passing the limit was not always enough; inconclusive = no clear call, values can overlap the other calls;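 note: yeast W303a lacking pdr1 and pdr3 grown in galactose medium; growth measured after three days at 30 °C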
Mtb UGM inh: Mtb UDP-galactopyranose mutase inhibition | 320,000 compounds, 0.06% hits | inhibition, % at 10 µM | AID 504406 | P9WIQ1 | purified UGM, fluorescence polarization probe displacement; in the data active = inhibition above about 10%, passing the limit was not always enough; inconclusive = no clear call, values can overlap the other calls
The depositor's hits bear a star; i = inactive; ? = inconclusive; . = no result given; + = active, no number.

SMILES	Yp Topo-I inh	FadD28 FP inh	BH1578 lux ind	Mtb BioA inh	TcdB inh	Mtb FBA inh	GDH-TPI counter	PfHsp40 yeast	Mtb UGM inh
COc1ccc(-n2c(SCC3CNC(=O)O3)nnc2-c2ccc(Cl)cc2)cc1 (configuration not stated)	20	-1.6	i	20	0.5	-1	-10	-1.2	0.7
CCc1nc2ccccc2c(C(=O)OCC(=O)N(CCOC)c2c(N)n(Cc3ccccc3)c(=O)[nH]c2=O)c1C	-1	-0.8	-0.9	-0.9	0.7	1	1	0.2	.
COC(=O)c1ccc(Oc2c(C)oc3c(CN4CCN(C)CC4)c(O)ccc3c2=O)cc1	2	-1.9	i	-1.0	.	+	22	0.6	-2.0
CCN(c1ccc(NC(=O)COC(=O)CCc2cc(OC)c(OC)c(OC)c2)cc1)C(C)C	10	1.0	-0.3	.	-1.9	3	2	-0.7	.
CC1(C(=O)NS(=O)(=O)Cc2ccccc2C(F)(F)F)CCN1C(=O)C/C=C/c1ccccc1 (configuration not stated)	8	-0.9	-0.5	-0.6	0.0	-1	-1	.	.
COC(=O)c1cc(NS(=O)(=O)c2ccc3c(c2)CCC(=O)N3)cc(C(=O)OC)c1	3	-1.1	-0.5	-1.5	2.9	7	4	-0.4	-0.5
O=C(c1cccc(S(=O)(=O)N2CCOCC2)c1)N1CCN(C/C=C/c2ccccc2)CC1	16	-1.4	i	1.0	-3.5	6	4	-0.4	2.4
COc1ccccc1-c1noc(CCC(=O)Nc2cccnc2)n1	-12	-3.1	-0.5	0.6	0.7	-3	-1	.	.
S=c1[nH]c(-c2ccccc2)cn1-c1ccccc1	-1	-1.4	-1.9	2.1	3.0	1	-8	0.2	-3.4
COc1ccc([C@@H]2[C@@H]3C(=O)N(C(C)(C)C)C(=O)[C@@H]3[C@]3(CC(C)C)C(=O)N(c4cccc(Br)c4)C(=O)N23)cc1	10	-0.5	i	2.3	0.8	3	13	2.2	-3.3
COc1ccc(-n2ncc3c(NCCN4CCOCC4)ncnc32)cc1	1	-1.6	-1.6	.	.	13	1	-1.2	-1.3
CNC(=O)NC(=O)C(C)OC(=O)CCCSc1nc2ccccc2s1 (configuration not stated)	17	-2.2	i	-0.2	0.4	-3	-4	-1.9	-3.1
CC(O)CNc1ccc(-c2n[nH]c(=O)c3ccccc23)cc1[N+](=O)[O-] (configuration not stated)	-1	-1.7	-1.2	-2.1	1.0	-5	14	0.7	-1.8
CCOc1ccccc1N1CCN(C(=O)c2cc3cc(OC)ccc3[nH]2)CC1	8	-0.9	i	5.3	1.1	10	5	3.3	-6.1
O=C(Nc1nn[nH]n1)c1ccc(S(=O)(=O)N2CCCCC2)cc1	-3	3.1	-0.4	.	-3.6	-1	-2	-0.4	-0.2
CCCc1cc(=O)oc2c(C)c(OCC(=O)NC3CC(C)(C)NC(C)(C)C3)ccc12	-10	-1.8	-0.3	-0.6	0.0	18	10	-0.8	-2.0
COCC1CCN(C(=O)c2cc(COc3ccc(-n4cncn4)cc3)on2)CC1	-10	0.3	-0.4	-1.6	0.9	3	5	0.3	-1.0
Cc1ccnc(N/C=C(\C#N)c2nc(-c3cccc(Br)c3)cs2)c1	2	-2.3	i	-3.7	.	1	0	6.4	-6.2
CCCC(=O)N1CCC1(C)C(=O)Nc1ccc(-n2cncn2)cc1 (configuration not stated)	3	0.4	i	-0.2	1.3	-3	-5	.	.
O=C(Cn1nnc2c(cnn2-c2ccccc2)c1=O)NCc1cccs1	8	-4.1	6.2	-0.9	.	2	2	-1.0	-1.4
CC(=O)Nc1ccc(NC(=S)NC(=O)c2ccc([N+](=O)[O-])cc2)cc1	-3	-0.2	i	-0.5	.	2	4	-0.2	1.4
CC(=O)Nc1nc(CC(C)C)cc(-c2ccccc2)c1C#N	2	-1.1	i	.	-0.3	3	2	-0.5	3.4
O=c1c2sc3nc(N4CCOCC4)c4c(c3c2ncn1C(c1ccccc1)c1ccccc1)CCCC4	4	2.0	-0.6	-0.3	0.9	0	2	-0.8	.
COC(=O)c1cc(OC)nc(OC)c1	3	-1.3	-0.6	.	0.6	0	2	-0.7	0.1
CCN(C(=O)CSc1ccc2c(c1)OCCO2)C1CCS(=O)(=O)C1 (configuration not stated)	-1	-3.6	-0.6	0.7	.	0	-2	-1.1	0.4

Retrieved by compound from the entries so far, 3 records:
SMILES	Yp Topo-I inh	FadD28 FP inh	BH1578 lux ind	Mtb BioA inh	TcdB inh	Mtb FBA inh	GDH-TPI counter	PfHsp40 yeast	Mtb UGM inh
COc1ccc(-n2ncc3c(NCCN4CCOCC4)ncnc32)cc1	1	-1.6	-1.6	.	.	13	1	-1.2	-1.3
CC(=O)Nc1nc(CC(C)C)cc(-c2ccccc2)c1C#N	2	-1.1	i	.	-0.3	3	2	-0.5	3.4
COc1ccccc1-c1noc(CCC(=O)Nc2cccnc2)n1	-12	-3.1	-0.5	0.6	0.7	-3	-1	.	.

The results go on:
SMILES	Yp Topo-I inh	FadD28 FP inh	BH1578 lux ind	Mtb BioA inh	TcdB inh	Mtb FBA inh	GDH-TPI counter	PfHsp40 yeast	Mtb UGM inh
C[C@]12c3[nH]c4cc(-c5ccco5)ccc4c3CCN1C(=O)[C@@H](CC(=O)NCc1ccco1)C[C@@H]2C(=O)N1CCCCC1	18	-3.3	-0.4	-1.6	2.1	32*	-1	2.7	.
COc1ccc(NS(=O)(=O)c2cccc(C(=O)NN=Cc3cc(Br)c(O)c(Br)c3)c2)cc1	-4	1.9	i	-1.0	0.7	0	41*	-0.6	-1.6
CCCC(=O)NC(c1ccccc1Cl)c1c(O)ccc2ccccc12 (configuration not stated)	10	-0.2	-3.3	0.9	.	5	9	2.0	-3.0
COc1ccc(NC(=O)NCCCN2CCN(c3cc(C)ccc3C)CC2)cc1	13	-3.0	-0.4	0.7	7.8	-3	1	-0.4	-4.8
CCOc1ccccc1NC(=O)CN(C)S(=O)(=O)c1cnc[nH]1	-4	?	-0.2	.	0.0	1	-4	-1.6	-0.4
O=C(Nc1ccc2[nH]ncc2c1)C1CCC1	-17	-2.9	i	0.0	0.7	1	15	-1.0	-0.7
CCN(CC(=O)NCc1ccc(Cl)cc1)C(=O)COc1cccc(C(F)(F)F)c1	7	-5.8	-0.7	.	1.4	0	-6	-0.3	1.9
O=C(Nc1ccc2c(c1)CCCN2C(=O)c1ccco1)c1cc([N+](=O)[O-])ccc1Cl	11	0.0	i	0.1	0.8	0	10	-1.3	-1.6
O=C1C2C3c4ccccc4C(c4ccccc43)C2C(=O)N1Cc1cccnc1 (configuration not stated)	5	-0.7	-0.8	-1.2	.	2	5	-0.2	-0.2
O=C(COC(=O)C1CCN(S(=O)(=O)c2cccc3cccnc23)CC1)c1ccc(F)cc1	14	-0.6	0.7	-0.3	.	-1	6	0.1	2.9
O=C(c1ccc(F)cc1)c1ccc(-c2ccc(F)cc2)nc1	1	-3.1	1.3	-1.5	1.0	4	-6	0.3	-0.1
COc1cc(C)c(CN2CCN(C(C)C(=O)NC(C)c3ccccc3)CC2)cc1OC (configuration not stated)	7	-2.9	-0.3	-0.9	-0.6	2	-2	-1.2	-2.7
NC(=O)/C(=C\c1ccncc1)c1cccc2ccccc12	5	-2.7	-0.6	-0.6	0.0	3	12	-1.4	1.3
O=C(Nc1nc2c(Cl)cccc2s1)c1ccc([N+](=O)[O-])o1	-1	-2.5	2.3	-0.5	0.1	0	-2	2.4	0.6
CCN1C(=O)c2ccccc2S(=O)c2ccc(C(=O)N3CCCCCC3)cc21 (configuration not stated)	7	0.2	-1.6	-0.8	-2.3	-1	5	-1.2	-5.1
CC1CC(C)CN(CC(=O)NCCc2ccc(S(N)(=O)=O)cc2)C1 (configuration not stated)	0	-4.3	i	.	1.1	-2	-9	0.1	-1.1
CCCCn1c(=O)[nH]c(=O)c2c1nc(-c1cccc(OC)c1)n2C	1	-1.1	-0.4	.	0.2	10	-2	0.6	0.7
Cc1nc2cc(-c3cccc(F)c3)nn2c(C)c1CCC(=O)NC(C)CCc1ccco1 (configuration not stated)	16	-1.0	-0.3	-0.2	.	5	8	-0.3	-1.4
Cc1ccc(C(=O)NCC(=O)OC(C)C(=O)NCCC2=CCCCC2)cc1C (configuration not stated)	1	-1.2	-0.3	.	.	1	5	0.2	1.0
CCc1nc2ccc(C(=O)N3CCN(C(=O)c4ccco4)CC3)cn2c1N(C)Cc1nccs1	1	-2.3	-1.1	0.5	0.5	3	6	.	.
CN(C(=O)COC(=O)c1ccc(-c2ccc(O)cc2)cc1)C1CCS(=O)(=O)C1 (configuration not stated)	4	-1.6	i	-1.4	1.4	7	29	-1.4	0.0
COc1ccc(-c2nnc(-c3cc(OC)c(OC)c(OC)c3)o2)cc1OC	5	0.1	i	-1.6	.	89*	20	1.1	-0.6
COc1ccc(-c2c(-c3cc(OC)cc(OC)c3)sc3ccc(OC)cc23)cc1	4	-0.4	i	-0.6	0.8	4	25	-0.9	-1.4
COc1ccc(C/C(C)=N/NC(=S)Nc2ccc(Cl)cc2)cc1	10	-0.5	i	-0.6	-0.1	2	3	2.0	0.3
N#CC1=C(N)Oc2cc(N)ccc2C1c1cccc(Br)c1 (configuration not stated)	1	-2.0	i	-1.3	-0.6	4	-15	1.7	1.4

Exported comma-delimited: entries from further up
SMILES,Yp Topo-I inh,FadD28 FP inh,BH1578 lux ind,Mtb BioA inh,TcdB inh,Mtb FBA inh,GDH-TPI counter,PfHsp40 yeast,Mtb UGM inh
NC(=O)/C(=C\c1ccncc1)c1cccc2ccccc12,5,-2.7,-0.6,-0.6,0.0,3,12,-1.4,1.3
O=C(Nc1nc2c(Cl)cccc2s1)c1ccc([N+](=O)[O-])o1,-1,-2.5,2.3,-0.5,0.1,0,-2,2.4,0.6

New compounds follow:
SMILES	Yp Topo-I inh	FadD28 FP inh	BH1578 lux ind	Mtb BioA inh	TcdB inh	Mtb FBA inh	GDH-TPI counter	PfHsp40 yeast	Mtb UGM inh
CC1=CC(c2ccccc2)n2nnnc2N1 (configuration not stated)	-1	-0.5	i	-0.7	-0.5	1	1	-0.3	-1.1
CC1CCCC(NC(=O)CCNC(=O)c2ccc(Br)cc2)C1C (configuration not stated)	0	-1.7	-1.4	2.6	0.3	1	11	0.0	-1.8
CC(C)CNC(=O)C(=O)N/N=C/c1cccs1	-1	-1.7	-0.1	-0.3	.	2	30	0.5	1.8
CCCc1nc(SCC(=O)N2CCc3ccccc3C2)c2ccccc2n1	12	-0.9	1.0	1.5	1.5	5	7	4.5	-1.1
CC(C)(C)c1ccc(COC(=O)CN2C(=O)NC3(CCCC3)C2=O)cc1	17	0.1	-0.9	1.5	2.2	-1	-3	-0.4	0.0
Cc1ccccc1OCCSc1nnc(C)n1-c1ccccc1	2	0.2	1.2	4.8	.	5	-9	-0.8	2.2
CC(=O)N(c1cccc(Br)c1)C1C=CS(=O)(=O)C1 (configuration not stated)	-2	-2.0	-0.4	0.6	.	2	6	0.1	-5.4
COc1cc(NC(=S)Nc2ccccn2)c(OC)cc1Cl	8	-4.4	-0.5	.	1.0	1	0	-1.1	1.9
Cc1ccccc1N/C(=C(/C(Cl)=C(Cl)Cl)[N+](=O)[O-])n1nnc2ccccc21	-2	0.2	3.2	0.2	1.5	0	0	0.6	3.4
COc1ccc(S(=O)(=O)NCCC(=O)NC2CCCCC2C)cc1[N+](=O)[O-] (configuration not stated)	8	-2.0	-1.1	0.1	1.4	1	-1	0.7	-0.8
CCN1CCC[C@H]1CNC(=O)c1c(OC)ccc(Br)c1OC	0	0.7	i	-1.3	0.4	2	-6	-1.2	1.0
Cc1ccc(NC(=O)CN2C(=O)S/C(=C/c3ccc(-c4cc(C(=O)O)ccc4C)o3)C2=O)cc1C	15	14*	-1.0	0.3	.	-3	6	-0.9	1.6
O=C(CCS(=O)(=O)c1ccccc1)N(CCCN1CCOCC1)c1nc2ccc(F)cc2s1	31	-0.8	-9.9	-1.3	0.9	-1	-6	-1.5	0.2
CC(/C=N/n1c(-c2n[nH]c3c2CCC3)n[nH]c1=S)=C\c1ccco1	-4	-1.6	-1.0	1.0	4.9	1	45*	-1.0	-1.4
C=CCNc1nc(N)c(C(=O)Nc2cc(C)on2)s1	-7	-3.2	-0.4	6.1	.	1	20	-0.3	-2.1
COc1ccc(S(=O)(=O)Nc2cccc(-c3ccc(N4CCCCCC4)nn3)c2)c(OC)c1	13	-5.5	-0.5	0.3	2.2	-1	2	2.4	0.7
